High-throughput results (PubChem BioAssay)
Rhodamine autofl: qHTS Assay for Spectroscopic Profiling in Rhodamine Spectral Region; Rhodamine-region fluorescence, 547/598 nm, Tris buffer; active compounds read high; 59,000 tested, 0.05% active; max dye-equivalent concentration, M; in the data active = max dye-equivalent concentration above about 11 nM
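qHTS spectral profiling of compounds without any target or enzyme present, in pH 8.0 Tris buffer; plates were read after a 15-minute room-temperature incubation using the rhodamine-region filter set.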
Calls only; i = inactive.

The opening six compounds (preview)
| mol | Rhodamine autofl |
| --- | --- |
| O=C1CC(NCc2ccncc2)C(=O)N1c1ccc(Cl)cc1 (stereo not given) | i |
| NC(Cc1ccc(Oc2ccc(O)cc2)cc1)C(=O)O (stereo not given) | i |
| O=C(NCc1ccccn1)c1ccc(=O)oc1 | i |
| O=C(c1cncc(Br)c1)N1CCCc2ccccc21 | i |
| O=C(C(c1ccccc1)N1CCOCC1)N1CCOCC1 (stereo not given) | i |
| CN1C(=O)CC(N2CCN(c3ccc(Cl)c(Cl)c3)CC2)C1=O (stereo not given) | i |

The list itself, from the start:
| mol | Rhodamine autofl |
| --- | --- |
| O=C1CC(NCc2ccncc2)C(=O)N1c1ccc(Cl)cc1 (stereo not given) | i |
| NC(Cc1ccc(Oc2ccc(O)cc2)cc1)C(=O)O (stereo not given) | i |
| O=C(NCc1ccccn1)c1ccc(=O)oc1 | i |
| O=C(c1cncc(Br)c1)N1CCCc2ccccc21 | i |
| O=C(C(c1ccccc1)N1CCOCC1)N1CCOCC1 (stereo not given) | i |
| CN1C(=O)CC(N2CCN(c3ccc(Cl)c(Cl)c3)CC2)C1=O (stereo not given) | i |
| CC1(C(=O)CSc2nc3ccccc3s2)CCC(=O)O1 (stereo not given) | i |
| Cc1ccc(OCC(O)CNS(=O)(=O)c2ccccc2C(=O)O)cc1 (stereo not given) | i |
| Cc1cc(SCCC(=O)O)nc2ccccc12 | i |
| CN(C)C/C(Cl)=C(\Cl)c1ccccc1 | i |
| O=C(O)c1c[nH]c2ccc(S(=O)(=O)N3CCOCC3)cc12 | i |
| COc1ccccc1NC(=O)CSc1nnc(-c2ccc(NC(C)=O)cc2)n1C | i |
| O=S(=O)(c1cccc(-c2csc(-c3ccccc3)n2)c1)N1CCOCC1 | i |
| CCOC(=O)c1[nH]c2ccc(OC)cc2c1NC(=O)CCN1CCC(C)CC1 | i |
| O=C(O)c1ccc(OCCn2ccnc2)cc1 | i |
| CC(=O)N[C@H]1C[C@@H]1c1ccccc1 | i |
| Cn1c(=O)n(Cc2ccccc2)c(=O)c2c1nc(NCC1CCCO1)n2Cc1ccccc1 (stereo not given) | i |
| Cn1ncc(N=Cc2ccccc2)c1C(N)=O | i |
| COc1cccc(OC)c1C(=O)Nc1nc2ccc(S(C)(=O)=O)cc2s1 | i |
| COC(=O)C1=C(C)N=C2SC(C)C(=O)N2C1c1ccc(C(=O)OC)cc1 (stereo not given) | i |
| N#Cc1nc(COc2ccccc2F)oc1NCCCn1ccnc1 | i |
| N#Cc1nc(-c2ccccc2Cl)oc1N1CCCCC1 | i |
| COCCCC/C(=N\OCCN)c1ccc(C(F)(F)F)cc1 | i |
| COC(=O)C1C(=O)NCC1c1ccccc1 (stereo not given) | i |
| CCCCCCc1cc2cc(C(=O)NC)c(=N)oc2cc1O | i |
| O=C(NCCO)c1cccc2c1C(=O)c1ccccc1-2 | i |
| CC1(C)CC(=O)C(C=NCCN2CCN(C(=O)C34CC5CC(CC(C5)C3)C4)CC2)=C(O)C1 | i |
| CC1C[C@@]2(NC(=O)NC2=O)C(C)CN1C (stereo not given in full) | i |
| CCCOc1ccc(C2NC(=O)NC2=O)cc1 (stereo not given) | i |
| O=C(NCCCn1ccnc1)C(Cc1ccccc1)N1C(=O)c2ccccc2C1=O (stereo not given) | i |
| CC(C)Cc1nc2n[nH]c(N)c2c2c1CCC2 | i |
| CCn1cc(C(=O)NCc2ccccn2)c(=O)c2cc(F)c(N3CCN(C)CC3)cc21 | i |
| O=C(/C=N/O)NCCCN1CCOCC1 | i |
| O=C1C=C(O)CC(c2ccco2)C1 (stereo not given) | i |
| Fc1ccc(C2C3=C(Nc4ncnn42)c2ccccc2OC3c2ccncc2)cc1 (stereo not given) | i |
| O=C1CCC(=O)N1CNc1ccccn1 | i |
| CC(=O)N/C(=N/c1nc(C)cc(C)n1)Nc1ccc(NC(C)=O)cc1 | i |
| Cc1c(-c2cccs2)[n+](=O)c2c(n1[O-])CCCC2 | i |
| Cn1c(=O)c2c3c(sc2n2c(SCc4ccccc4)nnc12)CCCC3 | i |
| CCOc1ccc(/C(O)=C2/C(=O)C(=O)N(c3nc(C)c(C)s3)C2c2ccco2)cc1 (stereo not given) | i |
| CCOC(=O)C1=C(CSc2nc(C)cc(C)c2C#N)OC(N)=C(C#N)C1c1cccs1 (stereo not given) | i |
| CCN(CC)C(=O)CSc1nc2ccccc2c(=O)n1CC1CCCCC1 | i |
| CCN(CC)Cc1c(O)ccc2c(C)c(CC(=O)OC)c(=O)oc12 | i |
| CCn1c(SC(C)C(=O)O)nc2sc3c(c2c1=O)CCC3 (stereo not given) | i |
| CCOc1ccccc1N1CCN(c2nc3ccccc3nc2C(C#N)C(=O)OC)CC1 (stereo not given) | i |
| C=C1[C@@H](C)C2[C@H](Cc3ccccc3)NC(=O)[C@]23OC(=O)CC[C@H](O)CCC[C@H](C)C/C=C/[C@H]3[C@@H]1O (stereo not given in full) | i |
| CN(CCOC(=O)c1cccc(Br)c1)C(C)(C)C | i |
| O=C(c1ccc2c3c(cccc13)C(=O)N(O)C2=O)N1CCCCC1 | i |
| CCOc1nc(SC(C(C)=O)C(=O)Nc2ccccc2)nc(N(C)C)n1 (stereo not given) | i |
| CC1C/C=C/C=C/C=C/C=C/C(O[C@@H]2O[C@H](C)[C@@H](O)[C@H](N)[C@@H]2O)CC2OC(O)(CC(O)CC3OC3/C=C/C(=O)O1)CC(O)C2C(=O)O (stereo not given in full) | i |
| Cc1cccc(C)c1N1C(=O)C2ON(c3ccccc3)C(c3ccncc3)C2C1=O (stereo not given) | i |
| O=C(CSc1nnc(-c2ccccc2)c(-c2ccccc2)n1)N1CCOCC1 | i |
| CCOc1nc(-c2ccncc2)nc2ccccc12 | i |
| CCOC(=O)CCCCC(=O)NC(CO)C(=O)NC (stereo not given) | i |
| COC(=O)c1cc(Br)c(=O)n(Cc2ccc3c(c2)OCO3)c1 | i |
| NC(=O)c1ccccc1OCCOCCOCCOc1ccccc1C(N)=O | i |
| CCCCCC1CC(CC#CCN2CCOCC2)C(=O)O1 (stereo not given) | i |
| CCOC(=O)C1=C(C)NC(=O)NC1c1ccc2c(c1)OCO2 (stereo not given) | i |
| Cc1ccc(C(=O)C2=C(O)C(=O)N(CCN3CCOCC3)C2c2ccccn2)o1 (stereo not given) | i |
| COc1ccc(C(CC(=O)O)NC(=O)OC(C)(C)C)cc1 (stereo not given) | i |

Arranged by SMILES length (high to low): part of the list above.
| mol | Rhodamine autofl |
| --- | --- |
| Cc1ccc(C(=O)C2=C(O)C(=O)N(CCN3CCOCC3)C2c2ccccn2)o1 (stereo not given) | i |
| Cc1c(-c2cccs2)[n+](=O)c2c(n1[O-])CCCC2 | i |
| CCCCCC1CC(CC#CCN2CCOCC2)C(=O)O1 (stereo not given) | i |

Exported with each value named: entries from further up.
SMILES: O=C(CSc1nnc(-c2ccccc2)c(-c2ccccc2)n1)N1CCOCC1
  Rhodamine autofl = i
SMILES: CCOc1nc(-c2ccncc2)nc2ccccc12
  Rhodamine autofl = i
SMILES: CCOC(=O)CCCCC(=O)NC(CO)C(=O)NC (stereo not given)
  Rhodamine autofl = i

(more compounds)
| mol | Rhodamine autofl |
| --- | --- |
| NC(=O)CSc1c[nH]c2ccccc12 | i |
| COc1ccccc1N1C(=O)C2ON(c3ccccc3)C(c3ccc(N(C)C)cc3)C2C1=O (stereo not given) | i |
| O=C(O)CCc1nn2cc(-c3ccccc3)nc2[nH]c1=O | i |
| O=C(NCCO)C1(c2ccccc2)CCCC1 | i |
| CCCCN1C(=O)C(O)=C(C(C)=O)C1c1ccc(OC)cc1OC (stereo not given) | i |
| Cc1nc2c(c(=O)n1CC1CCCO1)c1nc3ccccc3nc1n2Cc1ccc2c(c1)OCO2 (stereo not given) | i |
| O=C(O)C1CC=CCC1C(=O)N1CCN(c2nc(-c3ccccc3)c3ccccc3n2)CC1 (stereo not given) | i |
| COC(=O)CSC1=C(C#N)C(=O)NC2(CCCCC2)S1 | i |
| CC(C)Sc1nnc2n(CCc3ccccc3)c(=O)c3c4c(sc3n12)COC(C)(C)C4 | i |
| CC1CC(C(F)(F)F)n2ncnc2N1 (stereo not given) | i |
| CCOC(=O)Cc1nnc(Nc2cccc(O)c2)c2ccccc12 | i |
| CC1(C)Cc2c(sc3nc4n(c(=N)c23)CCCCC4)CO1 | i |
| Cn1c(=O)n(C)c2cc(C(=O)c3ccccc3)ccc21 | i |
| COc1ccc(N2C(=O)CC(N(Cc3ccc(S(N)(=O)=O)cc3)C(C)=O)C2=O)cc1 (stereo not given) | i |
| COC(=O)/C=c1/s/c(=C(/C#N)C(=O)N2CCOCC2)n(-c2ccccc2)c1=O | i |
| COCc1cc(C)nc(SCC(=O)Nc2ccc(C)c(C)c2)c1C#N | i |
| CC1(C)CCN(Cc2ccccc2)C1CC#N (stereo not given) | i |
| COc1ccc2c(c1)[nH]c1c(=O)n(CC3CCCO3)cnc12 (stereo not given) | i |
| CC1(C)Cc2c(C#N)c(SCC(=O)c3ccccc3)nc(N3CCCC3)c2CO1 | i |
| CCCC(=O)Nc1nn(CCC)c2nc3ccccc3cc12 | i |
| Cc1sccc1C1C(C#N)=C(N)SC(N)=C1C#N | i |
| CSc1nc2sc3c(c2c2nnnn12)CCCC3 | i |
| COc1ccc(N2CCN(c3oc(COc4ccc(Cl)cc4)nc3C#N)CC2)cc1 | i |
| C/C(=N\O)c1c(C)c2ccccc2n1C | i |
| CN(C)C(CN1C(=O)C2CC=CCC2C1=O)c1cn(C)c2ccccc12 (stereo not given) | i |
| CCOC(=O)NC(Nc1sc2c(c1C(=O)OC)CCN(C)C2)(C(F)(F)F)C(F)(F)F | i |
| COc1ccc2c(c1OC)C(=O)N1c3ccccc3C(=O)N(c3ccc(F)cc3)C21 (stereo not given) | i |
| CN(C)CCOC(=O)Cc1ccc(Cl)cc1 | i |
| Cc1cc(C(F)(F)F)c(C#N)c(SCC(=O)NC2CC2)n1 | i |
| COc1ccc(C=NCCC2(O)CC(C)N(C)CC2C)cc1 (stereo not given) | i |
| Cn1nnnc1SCC(=O)NCC(=O)c1ccccc1 | i |
| COc1cccc(-c2nc(NC(C)C)c3ccccc3n2)c1O | i |
| CCOC(=O)CCc1c(C)c(C#N)c2nc3ccccc3n2c1-n1ccnc1 | i |
| Cc1cc(C)n(C(=O)CNC(=O)c2ccc3c(c2)OCCO3)n1 | i |
| COC(=O)C(NC(C)=O)(Nc1ccc(Br)cc1)C(=O)OC | i |
| OCCNc1ncnc2c1c(-c1ccccc1)c(-c1ccccc1)n2Cc1ccco1 | i |
| C=CCn1c(SCC(=O)c2ccccc2)nnc1-c1ccc2c(c1)OCO2 | i |
| O=c1c2ccccc2ncn1Cc1ccco1 | i |
| COc1cccc(-c2nc(N3CCCCC3C)c3ccccc3n2)c1O (stereo not given) | i |
| O=C1CCC(=O)N1CN(Cc1ccco1)CN1C(=O)CCC1=O | i |
| O=C(NC1(C(F)(F)F)C(=O)Nc2c1c(=O)[nH]c(=O)n2-c1ccccc1)c1cccnc1 (stereo not given) | i |
| O=C(O)C1[C@H]2C(=O)N(Cc3cccs3)C[C@]23C=C[C@H]1O3 (stereo not given in full) | i |
| CCO/C(C)=N/n1c2nc3ccccc3nc2c2c(=O)n(Cc3ccccc3Cl)c(C)nc21 | i |
| Cn1c(OCc2cccnc2)nc2c1c(=O)n(Cc1ccc(Br)cc1)c(=O)n2C | i |
| O=C(c1ccco1)N1CCN(c2ncnc3c2[nH]c2ccccc23)CC1 | i |
| O=C(OCC#CCSc1nnc(-c2ccccc2)o1)c1cccs1 | i |
| CSc1nc(O)c(Cc2ccccc2)c(=O)[nH]1 | i |
| COc1cc(NC2=CC(=O)CC(C)(C)C2)cc(OC)c1OC | i |
| CC(=O)C1=C(O)C(=O)N(c2ccc(C(=O)O)cc2)C1c1ccccc1 (stereo not given) | i |
| Cn1c(Cl)nc2c1c(=O)n(Cc1cccc(Br)c1)c(=O)n2C | i |
| COc1ccc(-c2cc(=O)[nH]c(=O)[nH]2)cc1 | i |
| CCN(CC)CCCn1c(C)cc2c(c1=O)C(c1ccccc1)C(C#N)=C(N)O2 (stereo not given) | i |
| CCOc1ccc(CSC(CC(=O)O)C(=O)O)cc1 (stereo not given) | i |
| C=CCn1c(C2CC(=O)N(c3ccc(C)cc3)C2)nc2ccccc21 (stereo not given) | i |
| CCOC(=O)CSc1nnc2n(Cc3ccccc3)c(=O)c3c4c(sc3n12)CCC4 | i |
| O=c1c(-c2ccc3c(c2)OCCO3)c(C(F)(F)F)oc2cc(O)cc(O)c12 | i |
| Cc1nc(NCCO)c(C#N)c2c1COC(C)(C)C2 | i |
| CCCOc1ccc(Cc2nn[nH]n2)cc1 | i |
| Cc1occc(=O)c1OC(=O)Nc1ccccc1 | i |
| CCc1nc(NCCN2CCOCC2)c(C#N)c2c1CCCC2 | i |

Following part
| mol | Rhodamine autofl |
| --- | --- |
| C=CCNc1nc(-c2ccc(O)c(C(N)=O)c2)cs1 | i |
| Cc1cc(C(F)(F)F)nn1CC(=O)NCC1CCCO1 (stereo not given) | i |
| C/C=C/c1ccccc1OCc1ccc(C(=O)O)o1 | i |
| O=C(NCCCNCc1ccccc1)/C(=N\O)c1ccccc1 | i |
| CN(C)c1ccc(C=NCCC2(O)CCOC(C)(C)C2)cc1 (stereo not given) | i |
| O=C(NC1(C(F)(F)F)C(=O)Nc2c1c(=O)[nH]c(=O)n2Cc1ccco1)C1CCCCC1 (stereo not given) | i |
| C[C@]12CC[C@@H]3c4ccc(O)cc4CC[C@H]3[C@@H]1CC[C@@H]2OC(=O)CCC(=O)O | i |
| CCOc1ccc(C2=Nn3c(nnc3-c3ccccn3)SC2)cc1 | i |
| N#Cc1c(-c2ccco2)cc(C2CC2)nc1N | i |
| Cc1cc2c(C)nc(Cc3ccccc3)nc2o1 | i |
| COC(=O)Sc1nc(N2CCOCC2)c2c(c1C#N)CC(C)(C)OC2 | i |
| CCOc1ccccc1C(=O)NCCCCCC(=O)O | i |
| CN(C)c1ccc(NC(=O)c2sc(SCC(=O)Nc3nccs3)nc2N)cc1 | i |

The list is partial; count on the stated rates, not on these rows.
